Bioassay records: PubChem BioAssay, The Scripps Research Institute Molecular Screening Center
DDE Tn6 FP inh: inhibitors of Tn6 peptide binding to fibrin DD(E), primary screen, biochemical, fluorescence polarization, human fibrin, Tn6 probe | Fibrinogen beta chain (Homo sapiens), P02675 | inhibition, % at 8.3 µM | 370,000 tested, 0.21% active | Fibrin DD(E) TRITC-Tn6 fluorescence polarization displacement;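 active means inhibition above a per-campaign cutoff: mean of compounds within control limits plus 3 SD, cut at about 15% in these data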;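 further: 0% = median of all compound wells on the plate and 100% = blocking peptide control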
Target sequence (P02675 whole entry, looked up): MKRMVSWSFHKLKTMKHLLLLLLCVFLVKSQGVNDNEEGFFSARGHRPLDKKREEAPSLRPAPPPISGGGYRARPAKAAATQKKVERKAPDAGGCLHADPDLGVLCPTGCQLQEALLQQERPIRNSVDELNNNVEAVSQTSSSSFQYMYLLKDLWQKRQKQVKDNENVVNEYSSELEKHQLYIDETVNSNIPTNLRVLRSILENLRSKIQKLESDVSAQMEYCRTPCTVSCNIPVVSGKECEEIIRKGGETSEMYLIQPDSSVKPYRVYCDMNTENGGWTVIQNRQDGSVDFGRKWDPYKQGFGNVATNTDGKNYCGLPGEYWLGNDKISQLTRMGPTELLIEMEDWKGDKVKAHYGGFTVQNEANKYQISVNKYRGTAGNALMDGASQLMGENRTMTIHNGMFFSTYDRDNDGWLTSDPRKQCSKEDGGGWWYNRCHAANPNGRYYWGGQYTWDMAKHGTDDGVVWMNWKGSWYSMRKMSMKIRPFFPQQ
PLC-gamma1 inh: PLC-gamma1 enzyme inhibitors, primary screen, biochemical, fluorescence, purified enzyme; 1-phosphatidylinositol 4,5-bisphosphate phosphodiesterase gamma-1 (Homo sapiens), P19174; 370,000 tested, 0.84% active; inhibition, % at 12.2 µM; fluorogenic substrate; in the data active means inhibition above about 9.5%
ADAM17 inh: ADAM17 inhibitors, primary screen, biochemical, QFRET. Disintegrin and metalloproteinase domain-containing protein 17 (Homo sapiens), P78536. recombinant ADAM17, EDANS/DABCYL FRET peptide cleavage. inhibition, % at 6.95 µM. 370,000 tested, 0.83% active. AID 720648, 2013;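 active means inhibition above the mean of compounds lying between control limits plus 3 SD, set per campaign, cut at about 8.5% in these data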;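 further: 0% = DMSO-only wells as the low control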
DDE Tn7 FP inh: inhibitors of Tn7 peptide binding to fibrin DD(E), primary screen, biochemical, fluorescence polarization, human fibrin, Tn7 probe; FP displacement of FITC-Tn7 peptide from fibrin DD(E); 0% = median of compound wells per plate; inhibition, % at 8.3 µM; Fibrinogen beta chain (Homo sapiens), P02675; 370,000 tested, 0.13% active;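 active means inhibition above the mean of compounds falling within the control limits plus 3 SD of them, cut at about 14% in these data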;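 further: 0% = plate median of compound wells and 100% = 10 µM Aha-Tn7 peptide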
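Test system: human clot-derived fibrin DD(E) complex / Quantity: 2 µM final DD(E) protein / Incubation: 10 min plus 3 h, room temperature / Measured by: fluorescence polarization / Benchmarks: high control of 10 µM Aha-Tn7 peptide / Replicates: singlicate testing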
ASAP1 GAP inh: inhibitors of human ASAP1 ArfGAP activity, primary screen, biochemical, fluorescence polarization | 360,000 tested, 0.19% active | ASAP1-stimulated ARF1 GTP hydrolysis, GDP FP detection | inhibition, % at 16.5 µM; in the data active means inhibition above about 25%;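 further: 0% = vehicle with enzyme and substrate and 100% = no enzyme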
Target sequence (Q9ULH1 325-724 limits assumed): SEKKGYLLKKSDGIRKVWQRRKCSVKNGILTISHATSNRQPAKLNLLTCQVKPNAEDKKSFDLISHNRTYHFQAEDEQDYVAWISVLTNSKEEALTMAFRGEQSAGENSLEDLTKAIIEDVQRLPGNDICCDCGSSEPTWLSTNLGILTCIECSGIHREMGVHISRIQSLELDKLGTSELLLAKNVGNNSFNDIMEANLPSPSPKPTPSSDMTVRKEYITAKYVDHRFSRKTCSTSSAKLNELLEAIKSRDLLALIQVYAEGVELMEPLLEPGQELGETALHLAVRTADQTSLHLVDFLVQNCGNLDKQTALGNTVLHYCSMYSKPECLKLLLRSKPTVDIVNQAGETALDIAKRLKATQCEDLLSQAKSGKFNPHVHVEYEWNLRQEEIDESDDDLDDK
SIAE inh: human SIAE inhibitors, primary screen, biochemical, fluorescence polarization, FP-Rh probe, 1536-well HTS. AID 1053197, 2014. inhibition, % at 9.66 µM. SIAE FP-Rh probe binding. 370,000 tested, 0.69% active;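 active means inhibition above a cutoff: mean of compounds within the control limits plus 3 SD of those, cut at about 17% in these data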;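 further: 0% = plate median of compound wells and 100% = probe without SIAE protein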
ARFGAP1 inhibitor: inhibitors of rat ARFGAP1 GAP activity, primary screen, biochemical, fluorescence polarization, GDP tracer | ADP-ribosylation factor GTPase-activating protein 1 (Rattus norvegicus), Q62848 | 360,000 tested, 0.26% active | AID 651572, 2012 | Arfgap1-stimulated ARF1 GTP hydrolysis, GDP FP detection | inhibition, % at 16.5 µM;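 active means inhibition above a per-plate limit, mean inhibition of low control wells plus 3 SD, cut at about 25% in these data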;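 further: 0% = DMSO wells with enzyme and 100% = wells lacking Arfgap1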
Target sequence (Q62848 1-136 limits assumed): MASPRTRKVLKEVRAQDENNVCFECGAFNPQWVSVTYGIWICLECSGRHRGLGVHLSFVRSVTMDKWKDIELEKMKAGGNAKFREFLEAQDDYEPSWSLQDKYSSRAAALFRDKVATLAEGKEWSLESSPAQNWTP
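Material: rat Arfgap1 catalytic domain, aa 1-136; also added: human ARF1(Δ1-17)-GTP substrate; compound dosing: one concentration, 16.5 µM, DMSO 1.26%; incubation: GTP hydrolysis reaction 2 h at 25 °C; measured by: Tracer-displacement fluorescence polarization with EDTA stop, 620/688 nm; evaluation: % inhibition from polarization; repeats: one replicate per compound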
ADAM10 inh: human ADAM10 inhibitors, primary screen, biochemical, QFRET, HTS. Disintegrin and metalloproteinase domain-containing protein 10 (Homo sapiens), O14672. recombinant ADAM10, EDANS/DABCYL FRET peptide cleavage, 3 h. inhibition, % at 7 µM. 370,000 tested, 0.62% active;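 active means inhibition above a per-campaign cutoff equal to the mean of compounds falling between control-based bounds plus 3 SD, cut at about 20% in these data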;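 further: 0% = DMSO wells while the 100% control is not disclosed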
TDP2 absorb: human TDP2 enzyme inhibitors, primary screen, biochemical, epi absorbance, recombinant enzyme; T5PNP hydrolysis, p-nitrophenol absorbance 415 nm; inhibition, % at 12.8 µM; 370,000 tested, 0.34% active; AID 720702, 2013;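 active means inhibition above the mean of all tested compounds plus 3 SD, set per campaign, cut at about 25% in these data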;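 further: 0% = DMSO with enzyme and 100% = buffer with substrate but no TDP2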
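Test system: human TDP2 enzyme; Input: 120 nM TDP2 per well; Buffer or medium: Mg2+-containing Tris-HCl buffer, pH 7.5; Reagent: 5 mM T5PNP; Dosing: 12.8 µM single point, 1% DMSO; Incubation: reaction 2 h, 37 °C; Detection: p-Nitrophenol epi absorbance; Read-out: % inhibition relative to enzyme-containing and enzyme-free wells; Replicates: single well per compound.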
PLCb3 inh: human PLC-beta3 inhibitors, primary screen, biochemical, fluorescence | inhibition, % at 12.2 µM | 1-phosphatidylinositol 4,5-bisphosphate phosphodiesterase beta-3 (Homo sapiens), Q01970 | Purified PLC-beta3, fluorogenic substrate | 370,000 tested, 0.18% active; in the data active means inhibition above about 11%;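 further: 0% = median of compound wells on plate and 100% = full blocker control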
* marks the source's active call; other numbers are inactive results; i = inactive.

Second line of a record – DDE Tn6 FP inh | PLC-gamma1 inh | ADAM17 inh | DDE Tn7 FP inh | ASAP1 GAP inh | SIAE inh | ARFGAP1 inhibitor | ADAM10 inh | TDP2 absorb | PLCb3 inh
- O=C(NCCC1=CCCCC1)c1ccc(=O)oc1
    -3 | 3 | 4 | -2 | -10 | -6 | 3 | -9 | -9 | 5
- Cc1cc(C)c(CN2CCN(C(=O)Cn3ccc(NC(=O)OCc4ccccc4)nc3=O)CC2)c(C)c1
    -2 | -4 | 0 | 0 | -2 | -3 | 1 | -5 | 2 | -1
- CC(=O)NCCc1cc2ccc(C)c(C)c2[nH]c1=O
    2 | -3 | -11 | 2 | 0 | 5 | -2 | -40 | 2 | -1
- O=c1oc2ccccc2cc1-c1cn2ccccc2n1
    -3 | -95 | -1 | -3 | -22 | -1 | -3 | -12 | -5 | -219
- OCCC1CN(Cc2nc(-c3ccccc3)cs2)CCN1C1CCCC1 (stereo not given)
    -4 | -1 | 1 | -1 | -8 | 0 | 4 | 9 | -12 | -8
- CCOc1ccc(N(CC(=O)Nc2ccc(CC)cc2)S(=O)(=O)c2c(C)[nH]c(=O)[nH]c2=O)cc1
    -11 | -3 | 0 | 4 | 10 | -3 | 16 | -1 | -2 | -6
- COc1ccc(N2CCN(C(=O)c3ccc(N4C(=O)NC5CC4(C)Oc4ccccc45)cc3)CC2)cc1 (stereo not given)
    -9 | 4 | 2 | -2 | 8 | -5 | 4 | 14 | -1 | 1
- Cc1ccc2[nH]c(=O)c(CN(Cc3cccs3)Cc3nnnn3CC3CCCO3)cc2c1 (stereo not given)
    -5 | -7 | -5 | 0 | 4 | 1 | -8 | -18 | -2 | -4
- CCC(C)NCCCOc1ccc([N+](=O)[O-])cc1 (stereo not given)
    -6 | 2 | -1 | -4 | -9 | 1 | -6 | 2 | -6 | 4
- O=C(O)c1cccc(C(=O)O)c1
    -3 | 3 | -2 | -1 | -4 | -3 | 2 | -9 | 10 | 2
- CSCC[C@H](NC(=O)C1CCN(C(=O)[C@H](Cc2ccccc2)NS(=O)(=O)c2ccc(C)cc2)CC1)C(=O)O
    -3 | 1 | -5 | 2 | 4 | 3 | 5 | 6 | -4 | -6
- NC(=O)c1ccc[n+](CC(=O)c2cccc([N+](=O)[O-])c2)c1
    -1 | -4 | -7 | 4 | 2 | 5 | -3 | 0 | 1 | -9
- N#Cc1ccc(-c2ccc(OCC(=O)NCCc3ccccc3)cc2)cc1
    1 | -4 | -4 | 0 | 1 | 7 | 5 | 0 | 3 | -6
- O=C(Cc1c(F)cccc1Cl)Nc1ccc(S(=O)(=O)Nc2nccs2)cc1
    0 | 5 | -1 | -7 | -8 | -6 | 10 | 9 | -13 | -4
- CC1(C)Cc2c(c(N3CCOCC3)nc3sc(C(N)=O)c(N)c23)CO1
    -6 | i | -80 | -8 | 7 | 4 | 2 | -169 | -19 | i
- Cc1cc(NC(=O)c2ccccc2)cc(NC(=O)c2ccccc2)c1C
    -2 | 5 | 2 | -6 | 0 | -3 | -4 | 9 | -10 | -2
- CCN(CC)C(=O)CSc1nc2ccccc2n1CC(=O)N1CCN(c2ccccc2OC)CC1
    2 | 0 | -3 | -6 | 5 | 3 | -3 | -5 | 3 | 3
- Cc1ccc2c(c1)C1CN(C)CCC1N2S(=O)(=O)c1ccc(C(C)C)cc1 (stereo not given)
    3 | 7 | 2 | 4 | -5 | 0 | -7 | 3 | -7 | -12
- COc1cc2nc(CN(C)Cc3ccc(C(C)(C)C)cc3)[nH]c(=O)c2cc1OC
    -2 | 0 | -1 | 3 | 2 | 2 | 5 | 1 | 0 | -6
- CN=c1scc(-c2ccccc2F)n1/N=C/c1ccc(O)c(O)c1O
    -5 | -9 | 2 | -5 | 9 | 16 | 4 | 5 | -17 | -22
- NC(=O)NC(=O)COC(=O)CN1C(=O)C2CCCCC2C1=O (stereo not given)
    4 | 2 | 4 | 2 | 3 | 2 | 6 | -3 | 7 | 2
- CCNc1nc(N)c(C(=C(C#N)C#N)c2ccccc2)s1
    -8 | i | i | 1 | 23 | 0 | 2 | i | 3 | i
- CCCCCC(=O)Nc1nc(C)c(-c2csc(Nc3cc(OC)ccc3OC)n2)s1
    3 | -16 | 0 | -2 | 8 | 16 | 19 | 2 | 0 | -24
- Cc1ccc(S(=O)(=O)N2CCC(C(=O)N3CCN(c4ccccn4)CC3)CC2)cc1
    5 | 0 | -2 | 0 | -5 | -4 | 1 | -3 | 2 | -5
- Cc1ccc(N=C2SC(C(=O)NCCc3ccccc3)CC(=O)N2C)cc1C (stereo not given)
    4 | 2 | -3 | 4 | -3 | 2 | 7 | 4 | 2 | -2
- CCOC(=O)CNC(=O)c1nn(-c2ccc(OCC)cc2)c(=O)c2ccccc12
    2 | -53 | -6 | -3 | 3 | -2 | -2 | -7 | 6 | -65
- Cc1[nH]n(-c2ccccc2)c(=O)c1/C=N/c1ccccn1
    -2 | 7 | -2 | -3 | 3 | 3 | 9 | -3 | -3 | 1
- COc1ccc(/C=C/C(=O)Nc2ccc(C)cc2)cc1S(=O)(=O)N1CCOCC1
    0 | 2 | -10 | 4 | 15 | -9 | 10 | -4 | 0 | -7
- CC1=C(C(=O)OCc2ccccc2)C(c2cccs2)N2C(=O)CCSC2=N1 (stereo not given)
    -3 | -26 | 1 | 5 | 12 | -3 | -3 | -1 | 12 | -26
- COc1ccc(NC(=O)c2ccccc2)cc1NS(=O)(=O)c1ccc(F)cc1
    -2 | 0 | 0 | 0 | -13 | 0 | 0 | -2 | 5 | 3
- CC(C(=O)NC(=O)NC1CCCCC1)N(C)CC(=O)Nc1ccc(F)c(F)c1F (stereo not given)
    6 | 0 | -3 | 4 | -3 | -9 | -7 | -3 | -1 | -3
- Cc1ccc(-n2ncc3c(=O)n(CC(=O)N(C)C)cnc32)cc1
    -8 | -1 | -2 | 2 | -15 | -1 | -8 | -4 | 8 | -9
- CC(C)CCN(C(=O)Nc1ccc(Cl)cc1)C1CCN(C(C)C)CC1
    -5 | 1 | -4 | 4 | -8 | 7 | -10 | 6 | 11 | -4
- COc1ccc(/C(N)=N/OC(=O)CSc2ccccc2)cc1
    -6 | 0 | -4 | 1 | 14 | -3 | 9 | 7 | -6 | -4
- CCN(CC)S(=O)(=O)c1ccc(N2CCOCC2)c(NC(=O)c2cccc3c(=O)c(C)c(-c4ccccc4)oc23)c1
    -1 | 1 | 5 | -2 | 13 | -18 | 0 | 15 | -6 | -10
- Cc1ccccc1OCC(O)Cn1c(N2CCCCC2)nc2c1c(=O)[nH]c(=O)n2C (stereo not given)
    -8 | 3 | -4 | 7 | 4 | 4 | 3 | 2 | 7 | -6
- COc1ccc(CC(=O)NCC(=O)N/N=C/c2sccc2C)cc1
    -2 | -1 | 0 | 3 | -2 | -6 | 18 | -6 | 2 | -8
- COC(=O)c1cc2n(n1)CCN(Cc1ccc(F)cc1)C2=O
    5 | -2 | -1 | 6 | -4 | -2 | -11 | 1 | 2 | 2
- CCOC(=O)C1=C(C)N(CCCC(=O)O)C(=O)NC1c1ccccc1OS(=O)(=O)c1ccccc1[N+](=O)[O-] (stereo not given)
    9 | 1 | -1 | 2 | 13 | -6 | -1 | -6 | -2 | 1
- COc1ccc2c(c1)c(=O)oc1cc(OCC(=O)NCC3CCC(C(=O)O)CC3)ccc12 (stereo not given)
    -5 | -29 | -44 | -1 | 13 | 6 | 4 | -185 | 5 | -35

Next part (3 carried over from the part before).
Second line of a record – DDE Tn6 FP inh | PLC-gamma1 inh | ADAM17 inh | DDE Tn7 FP inh | ASAP1 GAP inh | SIAE inh | ARFGAP1 inhibitor | ADAM10 inh | TDP2 absorb | PLCb3 inh
- COC(=O)c1cc2n(n1)CCN(Cc1ccc(F)cc1)C2=O
    5 | -2 | -1 | 6 | -4 | -2 | -11 | 1 | 2 | 2
- CCOC(=O)C1=C(C)N(CCCC(=O)O)C(=O)NC1c1ccccc1OS(=O)(=O)c1ccccc1[N+](=O)[O-] (stereo not given)
    9 | 1 | -1 | 2 | 13 | -6 | -1 | -6 | -2 | 1
- COc1ccc2c(c1)c(=O)oc1cc(OCC(=O)NCC3CCC(C(=O)O)CC3)ccc12 (stereo not given)
    -5 | -29 | -44 | -1 | 13 | 6 | 4 | -185 | 5 | -35
- CCOC(=O)C1(C)NC(c2ccc(OC)cc2OC)C2C(=O)N(CC)C(=O)C21 (stereo not given)
    -2 | 0 | -5 | 2 | 0 | -4 | -2 | -4 | 3 | -6
- O=C(NC(=S)NN1CCCCC1c1cccnc1)c1ccc(Br)cc1 (stereo not given)
    5 | 0 | -6 | 5 | 3 | 1 | 0 | -7 | 0 | -3
- CC(=O)OC(C(=O)NCCN1CCOCC1)c1c(F)cccc1F (stereo not given)
    2 | 4 | 0 | 5 | -3 | -2 | -9 | -2 | 4 | 3
- O=C(NCc1n[nH]c(=S)n1-c1ccc(Br)cc1)c1ccc(S(=O)(=O)N2CCOCC2)cc1
    7 | 2 | -3 | 9 | 5 | 3 | 1 | 5 | 2 | 4
- Cc1noc(C)c1S(=O)(=O)NC(=O)C1(C)CCN1C(=O)CC(c1ccccc1)c1ccccc1 (stereo not given)
    -4 | 0 | -3 | -3 | 11 | 1 | 8 | 0 | 4 | 0
- Cc1onc(-c2ccccc2)c1C(=O)Nc1nnc(C(C)(C)C)s1
    3 | 5 | -5 | 2 | -9 | 2 | -13 | -2 | 2 | -6
- C/C(=N/NS(=O)(=O)c1ccc(F)cc1)c1ccc(NC(=O)c2ccc(C)o2)cc1
    -1 | 3 | -4 | 2 | -6 | 11 | -10 | 6 | -1 | -1
